CBFb-RUNX1 inh = qHTS Assay for Compounds Blocking the Interaction Between CBF-beta and RUNX1 for the Treatment of Acute Myeloid Leukemia; Runt-related transcription factor 1 (Homo sapiens) + Core-binding factor subunit beta …; AlphaScreen CBFb-His/RUNX1-biotin binding, biochemical; Potency, µM (series often up to 59.8 µM), inactives show at the top dose activity, negative = inhibition, hits mostly inhibitors; 230,000 tested, under 10 active; also: % of control where 0% means no effect
Target sequence (Q01196 whole entry, looked up): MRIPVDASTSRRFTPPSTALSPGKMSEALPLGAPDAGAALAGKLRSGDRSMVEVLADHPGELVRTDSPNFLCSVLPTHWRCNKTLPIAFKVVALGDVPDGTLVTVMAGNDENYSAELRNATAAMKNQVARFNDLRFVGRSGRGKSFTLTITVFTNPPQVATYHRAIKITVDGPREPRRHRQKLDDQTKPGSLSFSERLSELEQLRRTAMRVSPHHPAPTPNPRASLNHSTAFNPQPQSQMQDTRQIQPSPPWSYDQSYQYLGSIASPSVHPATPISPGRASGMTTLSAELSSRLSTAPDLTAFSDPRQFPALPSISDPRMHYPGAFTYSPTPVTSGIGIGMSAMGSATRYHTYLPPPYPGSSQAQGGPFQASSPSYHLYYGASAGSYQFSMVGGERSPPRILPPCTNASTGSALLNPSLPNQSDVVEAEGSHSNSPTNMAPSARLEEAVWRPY
Target sequence (Q13951 whole entry, looked up): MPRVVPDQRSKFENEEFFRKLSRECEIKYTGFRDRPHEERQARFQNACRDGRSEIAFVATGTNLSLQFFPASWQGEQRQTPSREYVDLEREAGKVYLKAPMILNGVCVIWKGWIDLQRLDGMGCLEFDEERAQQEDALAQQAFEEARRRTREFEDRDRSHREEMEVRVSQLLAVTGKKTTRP
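AlphaScreen proximity signal reports loss of binding between His-tagged CBF-beta and biotin-labelled RUNX1, each at 30 nM. Proteins are pre-associated for 20 minutes, compounds added for 15 minutes, then beads for 90 minutes, all at ambient temperature.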
GAA glycogen = qHTS Assay for Inhibitors and Activators of Human alpha-Glucosidase Cleavage of Glycogen; Potency, µM (series often up to 76.4 µM), inactives show at the top dose activity change, negative = inhibition, actives largely listed as inhibitors; hit rate 0.38% among 300,000; recombinant GAA, glycogen substrate, Amplex Red glucose oxidase fluorescence; Lysosomal alpha-glucosidase (Homo sapiens), P10253;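 also: potency is read from the fitted curve at half-maximal effect; 0% = full enzyme reaction and -100% = no-enzyme basal signal; the screen sought inhibitors and activators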
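Recombinant enzyme (4 nM final) with compounds titrated up to 77 uM and bovine liver glycogen (30 ug) in citrate pH 5.0, 0.01% Tween-20, 37 C 40 min. Released glucose detected by Amplex Red/glucose oxidase (Ex 573/Em 610); AC50 from Hill fits.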
Lamin A splicing = qHTS Assay for Modulators of Lamin A Splicing; HeLa LMNA splicing GFP/RFP minigene ratio, 48 h; Potency, µM (top dose mostly 46.1 µM), without a hit: at the highest dose ratio change, negative = inhibition, hits mostly inhibitors; hit rate 0.01% among 200,000; AID 1487, 2009; active = well fitted inhibition curve with a large enough effect in the signal ratio, with a control signal flat, not every such curve was filed as active; inconclusive = small, poorly fitted or top-dose-only effect, or effect the other way, or a change in a side signal; the % refers to the signal ratio; also: potency is read from the fitted curve at half-maximal effect; % is scaled to controls: 0 for no effect and ±100 for the full control effect
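S3 HeLa stable clones carrying a lamin A-EGFP splicing minigene plus DsRed2 were seeded at 600 cells/well in Opti-MEM with 2% FBS, pin-dosed and incubated 48 h at 37°C. Acumen cytometry (488 nm) gave the GFP/RFP total-intensity ratio.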
GAA spleen mod = qHTS Assay for Inhibitors and Activators of Human alpha-Glucosidase From Spleen Homogenate | Potency, µM (titrated, usually from 79.9 µM), without a hit: at the highest dose activity change, negative = inhibition, usual class: inhibitors | human spleen homogenate, 4-MU-alpha-glucoside fluorescence | hit rate 0.006% among 240,000;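 also: potency is read from the fitted curve at half-maximal effect; 0% = enzyme with vehicle and -100% = no enzyme basal signal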
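Human spleen homogenate (1 ug) with 4-methylumbelliferyl-alpha-D-glucopyranoside (1 mM final) in 50 mM citrate/phosphate pH 5.0, 0.01% Tween-20; 40 min at 37 C. Stopped at pH 10; 4-MU fluorescence Ex 365/Em 440 nm; AC50 by Hill fit.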
HTT aggregate = qHTS Multiplex Assay to Identify Dual Action Probes in a Cell Model of Huntington: Aggregate Formation (GFP) | PC12 HttQ103-GFP aggregates, Acumen cytometry, 40 h | Potency, µM (top dose mostly 46.1 µM), without a hit: at the highest dose activity change, negative = inhibition, actives largely listed as inhibitors | hit rate 1.1% among 220,000; also: potency is read from the fitted curve at half-maximal effect; % is scaled to controls: 0 for no effect and ±100 for the full control effect; nearly all actives have a fitted effect of over 60% in size
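Aggregate formation scored by laser-scanning cytometer (488 excitation, 500–530 emission) in lysed PC12 cells expressing Q103-GFP after 100 nM tebufenozide induction; library tested in dose series, with ATPLite reagent added in the multiplex.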
HTT ATP protect = qHTS Multiplex Assay to Identify Dual Action Probes in a Cell Model of Huntington: Cytoprotection (ATP). hit rate 0.14% among 230,000. PC12 HTT-Q103 induced, cytoprotection, ATP luminescence, 40 h. Potency, µM (doses to about 56.4 µM), without a hit: cytoprotection (ATP increase), actives largely listed as activators;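 also: potency is read from the fitted curve at half-maximal effect; % of control where 0% means no effect; nearly all actives have a fitted effect of over 45% in size; toxic huntingtin expression switched on by the ecdysone agonist tebufenozide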
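ATP quantification (ATPlite) reports survival of PC12 cells in which tebufenozide, 100 nM final, switches on Htt exon 1 with 103 glutamines linked to GFP; compounds are titrated.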
GAA inhib = qHTS Assay for Inhibitors of Human alpha-Glucosidase as a Potential Chaperone Treatment of Pompe Disease; Lysosomal alpha-glucosidase (Homo sapiens), P10253; purified human GAA, 4-MU-alpha-glucoside fluorescence; Potency, µM (series often up to 76.9 µM), inactives show at the highest dose activity change, negative = inhibition, most hits filed as inhibitors; hit rate 0.005% among 200,000;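 also: potency is read from the fitted curve at half-maximal effect; plate controls were uninhibited enzyme wells for no effect and no-enzyme background for full effect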
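Activity normalized between no-enzyme (basal) and enzyme-only wells. Conditions: 4 nM human enzyme, 400 uM fluorogenic substrate, citrate/phosphate pH 5.0 with Tween-20, 20 min room temperature, compounds up to 77 uM.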
Numbers without * were called inactive; & = joins results of further samples; [ ] = dose if it differs, or a comment. Unless noted, calls follow the shape of the dose curve; as a rule, active = well fitted curve in the direction sought with a large enough effect; inconclusive = small, poorly fitted or top-dose-only effect, or another doubt; inactive = no such curve, though single readings can be large; an effect the other way counts as inactive or inconclusive. Compounds were not picked by outcome. Share with any hit: about 1.5%.

Screening c1ccc(-c2csc3ncnc(-n4cnc5ccccc54)c23)cc1 returned CBFb-RUNX1 inh 2%, GAA glycogen 5%, Lamin A splicing 18%, GAA spleen mod 0%, HTT aggregate 5%, HTT ATP protect -25% and GAA inhib 1%.
`Fc1ccc(Cn2nnnc2C(c2ccc(Cl)cc2)N2CCSCC2)cc1` (stereo not drawn) gave CBFb-RUNX1 inh 9%, GAA glycogen -13%, Lamin A splicing 1%, GAA spleen mod 1%, HTT aggregate -13%, HTT ATP protect -9%[10 µM] and GAA inhib -2%.
CC(C)C(=O)Nc1cccc(-c2cn3ccccc3n2)c1 was read as CBFb-RUNX1 inh -4%, GAA glycogen 2%, Lamin A splicing -9%, GAA spleen mod 3%, HTT aggregate 16%, HTT ATP protect -15%[10 µM] and GAA inhib -2%.
O=C(COC(=O)c1cccs1)c1ccc2ccccc2c1 was read as CBFb-RUNX1 inh -6%, GAA glycogen -6%, Lamin A splicing -7%, GAA spleen mod 8%, HTT aggregate -23%, HTT ATP protect -18%[1.9 µM] and GAA inhib -9%.
CCOc1ccc(NC(=O)c2c[nH]n3c(=O)cc(C4CCN(C(=O)OC(C)(C)C)CC4)nc23)cc1 was read as CBFb-RUNX1 inh -8%, GAA glycogen 3%, GAA spleen mod -3%, HTT aggregate 12%[9.22 µM] and HTT ATP protect 9%[10 µM].
For COc1cccc(/C=N/Nc2nccnc2Cl)c1O the results were CBFb-RUNX1 inh inconclusive, GAA glycogen -21%, GAA spleen mod 4%, HTT aggregate 1.3µM*, HTT ATP protect -86%[inhibitor][10 µM] and GAA inhib inconclusive.
`Oc1cc2ccccc2cc1-c1nnc2n1-c1ccccc1SC2` gave CBFb-RUNX1 inh 11%, GAA glycogen -3%, Lamin A splicing 2%, GAA spleen mod -17%, HTT aggregate -14%, HTT ATP protect 11% and GAA inhib -5%.
For O=C1Nc2ccc(S(=O)(=O)NCC3CCCO3)c3cccc1c23 (stereo not drawn) the results were CBFb-RUNX1 inh 6%, GAA glycogen -9%, GAA spleen mod 4%, HTT aggregate -13%, HTT ATP protect 18% and GAA inhib 7%.
Screening O=C(CCN1CCN(c2ccc(F)cc2)CC1)Nc1ccccc1F returned CBFb-RUNX1 inh 9%, GAA glycogen 0%, Lamin A splicing 24%, GAA spleen mod 3%, HTT aggregate -3%, HTT ATP protect 13%[0.074 µM] and GAA inhib -3%.
Screening CCOC(=O)c1c(/N=C/C2=C(O)CC(C)(C)CC2=O)sc2c1CCCC2 returned CBFb-RUNX1 inh 4%, GAA glycogen -3%, GAA spleen mod -8%, HTT aggregate 3%[9.22 µM] and HTT ATP protect 3%[10 µM].
Screening CC(=O)N1N=C(c2c(-c3ccccc3)c3cc(C)ccc3[nH]c2=O)CC1c1ccco1 (stereo not drawn) returned CBFb-RUNX1 inh 0%, GAA glycogen -4%, Lamin A splicing 13%, GAA spleen mod 8%, HTT aggregate 2%, HTT ATP protect 24%[10 µM] and GAA inhib -10%.
For CCCCCC1=C2CNC(Cc3ccccc3)(C(=O)OC)C=C2C(C)C1=O (stereo not drawn) the results were CBFb-RUNX1 inh -14%, GAA spleen mod -5% and HTT ATP protect -60%[inhibitor].
`Cc1noc(C)c1C(=O)Nc1ccccn1` gave CBFb-RUNX1 inh -3%, GAA glycogen -3%, Lamin A splicing -15%, GAA spleen mod -2%, HTT aggregate 9%, HTT ATP protect -19%[0.074 µM] and GAA inhib 2%.
`COC(=O)c1nnn(CC(=O)NC(=O)Nc2c(C)cccc2C)c1C(=O)OC` gave CBFb-RUNX1 inh 6%, GAA glycogen 1%[76.3 µM], Lamin A splicing 7%, GAA spleen mod -5%, HTT aggregate -2% and GAA inhib -4%.
Screening O=C(CN1C(=O)CSc2ccccc21)N1CCc2ccccc21 returned CBFb-RUNX1 inh 1%, GAA glycogen 1%, Lamin A splicing -7%, GAA spleen mod 0%, HTT aggregate -18%, HTT ATP protect 7%[1.9 µM] and GAA inhib -14%.
c1ccc(CCc2nn3c(C4COc5ccccc5O4)nnc3s2)cc1 (stereo not drawn) was read as CBFb-RUNX1 inh 8%, GAA glycogen 2%, Lamin A splicing -13%, GAA spleen mod 1%, HTT aggregate 5%, HTT ATP protect 3%[10 µM] and GAA inhib inconclusive.
c1ccc(CN=C2NN=C(c3ccccc3)CS2)cc1 was read as CBFb-RUNX1 inh inconclusive, GAA glycogen -28%, Lamin A splicing 1%[46 µM], GAA spleen mod 5%, HTT aggregate -4%, HTT ATP protect 4%[10 µM] and GAA inhib 1%.
CCOc1cc(S(=O)(=O)NCCN2CCOCC2)c(C)cc1C was read as CBFb-RUNX1 inh 4%, GAA glycogen -10%, Lamin A splicing -1%, GAA spleen mod -5%, HTT aggregate 16%, HTT ATP protect 14%[0.074 µM] and GAA inhib -5%.
Screening CCOC(=O)c1ccc(Nc2nnc(C)c3ccccc23)cc1 returned CBFb-RUNX1 inh 5%, GAA glycogen -12%, GAA spleen mod -2%, HTT aggregate 10%[9.22 µM] and HTT ATP protect 26%[10 µM].
`Cc1ccc(C)c(-n2nnnc2SCC(=O)Nc2c(C)n(C)n(-c3ccccc3)c2=O)c1` gave CBFb-RUNX1 inh 1%, GAA glycogen 0%, Lamin A splicing 10%, GAA spleen mod 0%, HTT aggregate 1%, HTT ATP protect 6% and GAA inhib -3%.

Of the compounds above, 2 contain an NH in an aromatic ring:
CCOc1ccc(NC(=O)c2c[nH]n3c(=O)cc(C4CCN(C(=O)OC(C)(C)C)CC4)nc23)cc1 was read as CBFb-RUNX1 inh -8%, GAA glycogen 3%, GAA spleen mod -3%, HTT aggregate 12%[9.22 µM] and HTT ATP protect 9%[10 µM].
Screening CC(=O)N1N=C(c2c(-c3ccccc3)c3cc(C)ccc3[nH]c2=O)CC1c1ccco1 (stereo not drawn) returned CBFb-RUNX1 inh 0%, GAA glycogen -4%, Lamin A splicing 13%, GAA spleen mod 8%, HTT aggregate 2%, HTT ATP protect 24%[10 µM] and GAA inhib -10%.

Continued.
Screening Cc1ccc(/C=N/NC(=O)CN2CCN(Cc3ccccc3)CC2)s1 returned CBFb-RUNX1 inh -1%, GAA glycogen 5%, GAA spleen mod 0%, HTT aggregate 5%[9.22 µM], HTT ATP protect -2%[10 µM] and GAA inhib -3%[15.4 µM].
Cc1cccc2nc(CSc3nc4ccccc4[nH]3)cn12 was read as CBFb-RUNX1 inh -1%, GAA glycogen 2%, Lamin A splicing inconclusive, GAA spleen mod -20%, HTT aggregate -11%, HTT ATP protect -37%[inhibitor] and GAA inhib -6%.
Screening Cc1cc([N+](=O)[O-])nn1CC(=O)N1c2ccccc2CC1C (stereo not drawn) returned CBFb-RUNX1 inh -1%, GAA glycogen 2%, Lamin A splicing 5%, GAA spleen mod 2%, HTT aggregate -19%, HTT ATP protect 6%[10 µM] and GAA inhib 1%.
For CC(C)C(=O)OCCN=C1NS(=O)(=O)c2ccccc21 the results were CBFb-RUNX1 inh -2%, GAA glycogen 9%, Lamin A splicing -3%, GAA spleen mod 5%, HTT aggregate -1%, HTT ATP protect 31%[10 µM] and GAA inhib 2%.
O=C1CCC(C(=O)N(Cc2ccco2)C2(C(=O)NC3CCCC3)CCCCC2)N1 (stereo not drawn) was read as CBFb-RUNX1 inh 2%, GAA glycogen -7%, Lamin A splicing 6%, GAA spleen mod 6%, HTT aggregate -1%, HTT ATP protect 13% and GAA inhib -5%.
For C=CCNC(=S)N/N=C(\C)c1cccc(NC(C)=O)c1 the results were CBFb-RUNX1 inh -4%, GAA glycogen inconclusive, Lamin A splicing inconclusive, GAA spleen mod 5%, HTT aggregate 2%, HTT ATP protect -26% and GAA inhib 11%.
`O=C(NC1CCCc2ccccc21)c1ccccc1` (stereo not drawn) gave CBFb-RUNX1 inh 8%, GAA glycogen -5%, Lamin A splicing -2%, GAA spleen mod 1%, HTT aggregate inconclusive and GAA inhib -21%.
Screening Cc1c2cc(O)c(=O)cc-2oc2cc(O)c(O)cc12 returned GAA glycogen inconclusive, Lamin A splicing -12%, GAA spleen mod 4%&-1%, HTT aggregate 5%[9.22 µM], HTT ATP protect 0%[10 µM] and GAA inhib -4%&7%.
COc1ccc(NC(=O)N2CCC(c3nc(-c4cccs4)no3)CC2)cc1 was read as CBFb-RUNX1 inh 2%, GAA glycogen -5%, Lamin A splicing -19%, GAA spleen mod 2%, HTT aggregate -2%, HTT ATP protect 1%[10 µM] and GAA inhib 1%.
`COc1ccc(O)c(C2=Nc3ccccc3N=C(c3cccs3)C2)c1` gave CBFb-RUNX1 inh -16%, GAA glycogen -12%, Lamin A splicing inconclusive, GAA spleen mod -19%, HTT aggregate -4%, HTT ATP protect 1%[10 µM] and GAA inhib -2%.
`O=C(O)c1ncc(-c2ccccc2)cn1` gave CBFb-RUNX1 inh -4%, GAA glycogen -6%, Lamin A splicing 9%, GAA spleen mod -15%, HTT aggregate 10%, HTT ATP protect -4% and GAA inhib 1%.
For O=S(=O)(c1cccs1)n1nnc2ccccc21 the results were CBFb-RUNX1 inh 5%, GAA glycogen -7%, Lamin A splicing inconclusive, GAA spleen mod -7%, HTT aggregate 8%, HTT ATP protect 20% and GAA inhib -2%.
`NC(=S)NCCCC(N)C(=O)O` (stereo not drawn) gave CBFb-RUNX1 inh 6%, Lamin A splicing 7% and GAA spleen mod 2%.
Screening c1cc2c(cc1-c1csc(NNC3=NCCCCC3)n1)OCCO2 returned CBFb-RUNX1 inh -13%, GAA glycogen inconclusive, Lamin A splicing 8%[46 µM], GAA spleen mod -1%, HTT aggregate -25%, HTT ATP protect inconclusive and GAA inhib 0%.
CC[C@@H](C)C(C(=O)N1CCN(C(=O)OC(C)(C)C)CC1)n1cc(-c2cn([C@@H](C)C(=O)N3CCN(C(=O)OC(C)(C)C)CC3)nn2)nn1 (stereo partly drawn) was read as CBFb-RUNX1 inh 8%, GAA glycogen 2%, GAA spleen mod -1%, HTT aggregate -15%[9.22 µM] and HTT ATP protect 18%[10 µM].

Source: PubChem (National Center for Advancing Translational Sciences (NCATS))
